Screens (PubChem BioAssay)
RGS4 act: RGS4 potentiation or activation | HEK293 M3R/inducible RGS4, carbachol calcium flux Fluo4; stronger effect = lower value | B-score at 10 µM | actives 0.92% (n = 310,000) | AID 463111;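 active = B-score of the integrated calcium signal more than 4 SD below the library mean, with starting fluorescence not abnormally high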;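 also: negative B-score means reduced calcium response which marks RGS4 activation or potentiation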
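test system = HEK293 cells with stable M3R and inducible RGS4 | schedule = recording 10 s baseline at 1 Hz, 100 s post-agonist | technique = Fluo4-AM (2 µM) calcium-flux fluorescence, kinetic read | measure = Agonist-evoked peak-minus-minimum fluorescence over baseline, integrated ratio, B score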
GSK3beta inhib: inhibitors of human GSK3beta kinase; P49841; GST-GSK3beta kinase, ADP-Glo luminescence, 60 min; stronger effect = lower value; activity score (negative = inhibition), % at 10 µM; actives 0.038% (n = 300,000); AID 2097;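 active = more than half of replicate wells score below -50%, meaning over 50% inhibition versus plate controls; inconclusive = some replicates but at most half score below -50%; inactive = no replicate scores below -50%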;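 also: 0% = median DMSO wells and -100% = median GW8510 positive control wells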
Target sequence (P49841 whole entry, looked up): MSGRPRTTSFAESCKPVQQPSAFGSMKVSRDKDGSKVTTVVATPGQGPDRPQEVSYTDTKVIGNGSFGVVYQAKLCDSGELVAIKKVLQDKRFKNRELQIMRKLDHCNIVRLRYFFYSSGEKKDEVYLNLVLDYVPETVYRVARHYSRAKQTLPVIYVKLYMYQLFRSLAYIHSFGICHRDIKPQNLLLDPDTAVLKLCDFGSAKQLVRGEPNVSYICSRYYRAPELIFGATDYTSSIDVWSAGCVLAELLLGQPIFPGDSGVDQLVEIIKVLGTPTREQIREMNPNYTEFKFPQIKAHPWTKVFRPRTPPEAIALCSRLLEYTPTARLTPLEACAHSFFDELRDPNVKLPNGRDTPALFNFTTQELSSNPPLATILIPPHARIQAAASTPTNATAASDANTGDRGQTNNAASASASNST
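Test system: GST-tagged human GSK3beta kinase, cell-free; evaluation: activity score scaled between in-plate DMSO and GW8510 controls; measured by: ADP-Glo luminescence; incubation: 60 min reaction, RT; benchmarks: DMSO and 20 µM GW8510; reagent: peptide substrate plus 25 µM ATP (final); medium: Tris/MgCl2 kinase buffer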
HDAC3 inhib: inhibitors of human histone deacetylase 3. recombinant HDAC3, fluorogenic peptide/trypsin coupled, fluorescence. inhibition, % at 8.3 µM. actives 0.15% (n = 320,000). AID 2718; in the data active = inhibition above about 26%, passing the limit was not always enough; inconclusive = no clear call, values can overlap the other calls
GSK3A inh: inhibitors of human GSK-3 alpha kinase; actives 0.1% (n = 320,000); P49840; inhibition, % at 10 µM; AID 2650; ADP-Glo luminescence, 60 min;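 in the data active = inhibition above about 50%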;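 also: GST-tagged GSK-3 alpha with peptide substrate and 25 µM ATP; 0% = DMSO neutral wells and 100% = GW8510 positive control wells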
KCNK3 inh: human KCNK3 channel inhibition, primary screen | CHO-KCNK3 thallium flux, FluxOR fluorescence; stronger effect = lower value | actives 0.84% (n = 340,000) | O14649 | B-score at 10 µM;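 active = B-score under library mean minus 4 SD, starting fluorescence ratio at most library mean plus 5 SD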;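 also: more negative B-score means stronger inhibition of thallium flux through KCNK3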
PolyA inhibitor: blocks polyadenylation in yeast reporter cells | S. cerevisiae SKY197-pL101 polyadenylation reporter, beta-gal luminescence; efflux-impaired pdr1/pdr3 knockout yeast; score 100 = 6 SD above DMSO | actives 0.02% (n = 300,000) | AID 1875 | calls only at 12 µM;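 active = lowest replicate activity score at least 50, where 100 means six control SD above control mean; inconclusive = lowest score under 50 but half or more replicates reach 50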;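 also: yeast exposed to compound for 9 h at 30 °C; higher score means more reporter readthrough which indicates perturbed polyadenylation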
KCNQ1 inh: inhibitors of human KCNQ1 potassium channel. AID 2642. B-score at 10 µM. actives 1.3% (n = 310,000). P51787. CHO-K1 KCNQ1, FluxOR thallium flux fluorescence; stronger effect = higher value;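 active = compounds whose thallium flux B-score, printed positive for inhibition, exceeds three library SD while starting fluorescence stays within three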;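 also: channel opened by potassium depolarization with thallium stimulus after 20 min compound exposure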
Target sequence (P51787 whole entry, looked up): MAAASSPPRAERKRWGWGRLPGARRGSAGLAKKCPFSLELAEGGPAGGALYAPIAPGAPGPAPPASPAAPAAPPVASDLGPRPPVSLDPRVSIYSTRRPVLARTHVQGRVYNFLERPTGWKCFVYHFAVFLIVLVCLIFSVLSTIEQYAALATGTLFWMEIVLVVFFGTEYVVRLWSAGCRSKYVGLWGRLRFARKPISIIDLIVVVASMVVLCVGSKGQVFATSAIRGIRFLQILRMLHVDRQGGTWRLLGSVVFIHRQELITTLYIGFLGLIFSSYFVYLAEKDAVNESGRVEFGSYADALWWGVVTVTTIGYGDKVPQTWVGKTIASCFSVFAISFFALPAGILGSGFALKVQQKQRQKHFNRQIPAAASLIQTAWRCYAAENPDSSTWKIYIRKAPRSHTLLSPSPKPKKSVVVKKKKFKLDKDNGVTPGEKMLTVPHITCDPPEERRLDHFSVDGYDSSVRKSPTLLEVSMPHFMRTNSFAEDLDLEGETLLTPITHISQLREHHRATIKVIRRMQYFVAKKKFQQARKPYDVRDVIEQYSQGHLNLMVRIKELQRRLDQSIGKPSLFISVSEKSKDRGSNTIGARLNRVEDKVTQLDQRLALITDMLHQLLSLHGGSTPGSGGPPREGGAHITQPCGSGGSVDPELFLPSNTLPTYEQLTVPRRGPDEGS
KCNQ1 pot: human KCNQ1 channel potentiation or activation | B-score at 10 µM | actives 0.35% (n = 310,000) | CHO-K1 KCNQ1, thallium flux FluxOR fluorescence; stronger effect = higher value;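 active = fluorescence ratio B-score, a plate-corrected score, at least three library SD, with initial intensity B-score within 5 SD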
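System: Stable KCNQ1 CHO-K1 line | Incubation: 90 min dye loading and 20 min compound exposure, both at room temperature | Measure: Ratio B score | Medium: Assay buffer for compound exposure, DMSO matched across wells | Compound dosing: Single-concentration screen | Probe or stimulus: K+/Tl+ depolarizing stimulus | Measured by: Kinetic FluxOR fluorescence, 10 s baseline plus 110 s post-stimulus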
DYRK1A inh: inhibitors of rat Dyrk1A kinase. ADP-Glo luminescence, NFATc1 peptide. inhibition, % at 12.5 µM. actives 0.43% (n = 310,000). AID 504441; in the data active = inhibition above about 50%;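 also: plate controls were vehicle with enzyme for no effect and no enzyme for full effect; many of its hits are not listed in these tables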
KCNK9 block: inhibitors of human KCNK9 two-pore domain potassium channel | HEK293 KCNK9, FluxOR thallium flux fluorescence; stronger effect = lower value | B-score at 10 µM | actives 1.2% (n = 310,000);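 active = ratio B-score over 3 SD below the library mean, with starting fluorescence within 5 SD of its mean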;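 also: negative B-score means less thallium flux so channel inhibition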
hERG rescue: compounds protecting human hERG from proarrhythmic drug block; CHO-hERG, FluxOR thallium flux, dofetilide IC70 present; activation (rescue from dofetilide block), less the hit threshold, % at 10 µM; actives 0.51% (n = 310,000); AID 1511; Q12809;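 active = activation above the mean of controls blocked by dofetilide plus 5 SD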;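 also: thallium influx through hERG after potassium depolarization seen as dye fluorescence rise; in these data hits start at about 4.7%; inactives centre near -7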
* marks the source's active call; other numbers are inactive results; i = inactive; u = inconclusive; x = not tested or not shown. This is a subset. The share of hits here may be higher or lower than overall.

SMILES	RGS4 act	GSK3beta inhib	HDAC3 inhib	GSK3A inh	KCNK3 inh	PolyA inhibitor	KCNQ1 inh	KCNQ1 pot	DYRK1A inh	KCNK9 block	hERG rescue
CC(=O)N1CCc2cc(S(=O)(=O)N3c4ccccc4CC3C)ccc21 (stereo unspecified)	i	4	4	-2	i	i	i	i	x	i	5.4*
CN(C)CCCn1c(SCC(=O)N2CC(=O)Nc3ccccc32)nc2ccccc2c1=O	i	0	-1	1	i	i	i	i	x	i	-8
COc1ccc(CCNC(=O)C2CCN(c3nn4c(=O)cc(C)nc4s3)CC2)cc1OC	i	0	-11	-1	i	i	i	i	-6	i	-7
CCOC(=O)c1c(O)c(O)c(C(=O)OCC)n1-c1ccccc1	i	-6	-3	3	i	i	i	i	0	i	-7
CS(=O)(=O)c1cccc(C(=O)Nc2ccc3c(c2)OCCCO3)c1	i	1	2	0	i	i	i	i	-3	i	-13
CCN=C(NCC)SC1CC(=O)N(c2cccc(OC)c2)C1=O (stereo unspecified)	i	0	9	-2	i	i	11*	i	-1	i	-23
CCOC(=O)c1c(S(=O)(=O)NCC(=O)Nc2ccc(OC)cc2)c(C)n(C)c1C	i	3	5	-2	i	i	i	i	-2	i	-1
CCOC(=O)CSc1nc(-c2ccccc2)ns1	i	1	2	-1	i	i	i	i	x	i	-7
CC1CC(C)CN(C(=O)C2CCN(C(=O)Nc3ccccc3)CC2)C1 (stereo unspecified)	i	3	1	1	i	i	i	i	-4	i	-12
c1ccc(-c2cccc(-c3ccccc3)n2)cc1	i	-4	-2	-4	i	i	i	i	4	i	-7
N#Cc1cnn2c(C(F)(F)F)cc(-c3ccccc3)nc12	i	-1	1	-4	i	i	i	i	2	i	-4
Cc1cc(C)c(S(=O)(=O)N2CCC(C(=O)NCc3ccncc3)CC2)c(C)c1	i	-1	-10	0	i	i	i	i	12	i	-8
COc1cc2c(cc1OC)C1=C(C#N)CN(CC(=O)O)CN1CC2	i	-2	u	3	i	i	i	i	5	i	-10
Cn1c(O)c(N=Nc2ccccc2[N+](=O)[O-])c2ccccc21	i	2	5	-1	i	i	i	i	-2	i	0
Cc1oc2ccc(Br)cc2c(=O)c1-c1nn[nH]n1	i	2	12	0	i	i	i	i	9	i	-6
COc1ccc(C2C3=C(CC(C)(C)CC3=O)Nc3nc(C)nn32)cc1OC (stereo unspecified)	i	-2	5	-1	i	i	i	i	x	i	-5
CCOC(=O)c1c(CC(C)C)csc1NC(=O)COC(=O)C1=NNC(=O)CC1	i	5	4	0	i	i	i	i	-5	i	-14
Cc1ccc(-n2c(-c3ccccc3)c[nH]c2=S)cc1	i	1	4	2	i	i	i	i	-2	i	-21
OC(COc1ccc(Cl)cc1)CN1CCN(c2ccccc2)CC1 (stereo unspecified)	i	2	0	-3	i	i	i	i	0	i	-6
COc1ccccc1CN1CCCC(CN(CCN(C)C)C(=O)c2ccc(C)cc2)C1 (stereo unspecified)	i	-1	-1	0	i	i	i	i	-4	i	-14
Cc1cc(C)cc(C(=O)NCC(=O)OCC(=O)NCc2ccco2)c1	i	1	3	1	i	i	i	i	1	i	-4
CC#CCNCc1ccccc1	i	0	-3	-3	i	i	i	i	2	i	-9
CN(C)c1ccc(/C=N/NC(=O)c2ccccn2)cc1	i	-10	5	9	i	i	i	i	7	i	-16
Clc1cc(NCc2cccs2)ccc1N1CCOCC1	i	3	1	3	i	i	i	i	6	i	-17
O=C(CC1NC(=O)NC1=O)Nc1ccccc1 (stereo unspecified)	i	0	7	0	i	i	i	i	7	i	-2

Ordered by molar mass (falling): some entries from above.
SMILES	RGS4 act	GSK3beta inhib	HDAC3 inhib	GSK3A inh	KCNK3 inh	PolyA inhibitor	KCNQ1 inh	KCNQ1 pot	DYRK1A inh	KCNK9 block	hERG rescue
CN(C)CCCn1c(SCC(=O)N2CC(=O)Nc3ccccc32)nc2ccccc2c1=O	i	0	-1	1	i	i	i	i	x	i	-8
CCOC(=O)CSc1nc(-c2ccccc2)ns1	i	1	2	-1	i	i	i	i	x	i	-7
CN(C)c1ccc(/C=N/NC(=O)c2ccccn2)cc1	i	-10	5	9	i	i	i	i	7	i	-16

The results go on:
SMILES	RGS4 act	GSK3beta inhib	HDAC3 inhib	GSK3A inh	KCNK3 inh	PolyA inhibitor	KCNQ1 inh	KCNQ1 pot	DYRK1A inh	KCNK9 block	hERG rescue
O=C1CN(C(=O)CCN2CCOCC2)C(c2ccccc2)c2cc(Br)ccc2N1 (stereo unspecified)	i	3	6	1	i	i	i	i	6	i	-7
NS(=O)(=O)c1cc([N+](=O)[O-])ccc1NCc1cccnc1	i	-1	-1	0	i	i	i	i	4	i	-4
O=C(Cc1noc2ccccc12)Nc1ccc(Cl)cc1	i	-1	0	-2	i	i	i	i	-14	i	-6
O=C(Nc1ncn[nH]1)c1cccc(S(=O)(=O)N2CCOCC2)c1	i	2	-4	2	i	i	i	i	8	i	-8
CCCS/C(N)=N/N=C/c1ccccc1O	i	-2	8	x	i	i	i	i	4	i	-7
O=C(CN1CCN(C/C=C/c2ccccc2)CC1)NCc1ccc(Cl)cc1	i	3	2	-2	i	i	i	i	-8	i	-21
CCOC(=O)N1CCN(c2ccc([N+](=O)[O-])cc2F)CC1C (stereo unspecified)	i	1	9	2	i	i	i	i	4	i	-3
CCOc1ccc(C2CC(c3cccc(Cl)c3)n3nc(N)nc3N2)cc1 (stereo unspecified)	i	1	-1	x	i	i	i	i	-3	i	-2
COc1ccccc1C(=O)CSc1n[nH]c(N)n1	i	0	-2	1	i	i	i	i	-1	i	-8
CC(C)Oc1ccc(C2c3c(oc4ccccc4c3=O)C(=O)N2CCCN2CCOCC2)cc1 (stereo unspecified)	i	-2	-3	-2	i	i	i	i	-2	i	-12
CCN(CC)c1ccc(C2N(C(=O)N3CCOCC3)CCN2S(=O)(=O)c2ccc(C)cc2)cc1 (stereo unspecified)	i	3	u	0	i	i	i	i	-2	i	-6
COc1cccc(N(CC(=O)N2CCCC2)S(C)(=O)=O)c1	i	-1	0	5	i	i	i	i	x	i	-9
COc1ccccc1CNS(=O)(=O)c1ccc2c(c1)CCCN2C(C)=O	i	-5	-3	-3	i	i	i	i	-6	i	-5
O=C(CSc1nnnn1-c1cccc2ccccc12)NC(C(=O)O)(c1ccccc1)c1ccccc1	i	-2	5	-2	i	i	i	i	2	i	-8
O=C(CCn1nc(-c2ccc(Cl)cc2)ccc1=O)N1CCN(c2ccccc2)CC1	i	5	1	-6	i	i	i	i	-3	i	-8
O=S(=O)(/N=C(/NC(=S)Nc1ccccc1)c1ccccc1)c1ccc(Cl)cc1	i	2	7	0	i	i	i	i	3	i	-9
COc1ccc(NC(=O)CC2C(=O)N(c3cccc(OC)c3)C(=O)N2C(C)C)cc1 (stereo unspecified)	i	1	3	-1	i	x	i	i	3	i	-5
O=C1NN(c2ccccc2)C(=O)C2C3C=CC(C4CC34)C12 (stereo unspecified)	i	-1	1	0	i	i	i	i	1	i	-4
CCN1CCN(CCNC(=O)c2ccc(/C=C3\Sc4ccccc4N(Cc4ccccc4F)C3=O)cc2)CC1	-7*	-3	0	2	i	i	7*	i	7	i	-31
O=C(Nc1ccc(NC(=O)c2ccco2)cc1)c1ccco1	i	1	22	-2	i	i	i	i	-2	i	0
CSc1ccc(Cl)c(C(=O)OCC(=O)Nc2ccccc2OC(F)F)c1	i	-1	0	0	i	i	i	i	4	i	-12
CSc1ccccc1OCc1cc(C(=O)N(C)Cc2cc(C)[nH]n2)no1	i	3	7	0	i	i	i	i	7	i	-6
Cc1cc(Cl)c(S(=O)(=O)N/N=C/c2ccc3c(c2)OCO3)c(Cl)c1	-8.2*	2	-13	-7	i	i	10*	i	16	i	-11
O=C(NCc1cccnc1)c1ccc(Cl)c(Cl)c1	i	-2	-1	-1	i	i	i	i	6	i	-7
CCOC(=O)C(=O)/C(C#N)=C/Nc1ccccc1	i	3	-10	-4	i	i	i	i	4	i	-4
The results go on:
SMILES	RGS4 act	GSK3beta inhib	HDAC3 inhib	GSK3A inh	KCNK3 inh	PolyA inhibitor	KCNQ1 inh	KCNQ1 pot	DYRK1A inh	KCNK9 block	hERG rescue
C=CCN1C(=O)/C(=C/c2ccc(O)cc2)S/C1=N/c1nccs1	i	1	-2	0	i	i	i	i	3	i	-13
CCOC(=O)Cn1c(=O)oc2cc(S(=O)(=O)Nc3ccc(N(CC)CC)cc3C)ccc21	i	0	7	x	i	i	i	i	3	i	-10
CC(=O)Nc1ccc(O)c(-c2nc3ccccc3s2)c1	i	2	-2	2	i	i	i	i	-2	i	-10
Cc1cccc(N(CC(=O)N2CCOCC2)S(C)(=O)=O)c1	i	-3	7	0	i	i	i	i	-3	i	-5
COc1ccccc1C(=O)Nc1ccnn1C1CCN(Cc2cnc(N(C)C)s2)CC1	i	4	-5	1	i	i	i	i	-3	i	-18
CCSc1nnc([C@@H]2CCCN2C(=O)OC(C)(C)C)o1	i	0	-2	-2	i	x	i	i	2	i	-4
COc1ccc(S(=O)(=O)Nc2ccc(Oc3ccsc3C(=O)O)cc2)cc1	i	2	-1	1	i	i	i	i	-5	i	-2
CCS(=O)(=O)c1ccc2oc(Nc3cccc(OC)c3)nc2c1	i	-2	2	-1	i	i	i	i	1	i	-22
Fc1cccc(Cl)c1-c1nnc2ccc(N3CCOCC3)nn12	i	-2	3	0	i	i	i	i	-1	i	-12
O=C(NCC1CC1)C1CCCN(S(=O)(=O)c2ccc(-n3cnnn3)cc2)C1 (stereo unspecified)	i	3	14	1	i	i	i	i	-8	i	-13
COc1ccc(CN(C(=O)CO/N=C/c2ccccc2)c2ccccc2C(=O)O)cc1	i	-1	4	-8	i	i	i	i	-5	i	0
COc1cc(/C=C2/CCCC(C(=O)C(F)(F)F)=C2O)ccc1O	i	1	x	-1	i	i	i	i	-4	i	-13
C=CCSc1nnc(NC(=O)CSc2nnc(C)s2)s1	i	-2	3	-2	i	i	i	i	-2	i	-4
CN(C)C(CNC(=O)c1cc2ccccc2oc1=O)c1ccccc1 (stereo unspecified)	i	3	3	-1	i	i	i	i	0	i	-6
CCOC(=O)C1=C(CSc2nnnn2C)N(C)C(=O)NC1c1ccccc1 (stereo unspecified)	i	-4	0	-1	i	i	i	i	0	i	-11
Cc1ccc(-c2nc3ncccc3o2)cc1NC(=O)C(C)C	i	0	-16	0	i	i	i	i	-4	i	0
